TbREL1 inh: TbREL1 inhibition, primary screen. 0.49% of 89,000 active. inhibition, % at 9.66 µM. P86926. TbREL1 RNA ligation, FRET fluorescence;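 active = inhibition above the mean inhibition across all screened compounds plus 3 SD, cut at about 11% in these data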;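 also: 0% = plate median of test wells and 100% = NSC42067 control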
Target sequence (P86926 whole entry, looked up): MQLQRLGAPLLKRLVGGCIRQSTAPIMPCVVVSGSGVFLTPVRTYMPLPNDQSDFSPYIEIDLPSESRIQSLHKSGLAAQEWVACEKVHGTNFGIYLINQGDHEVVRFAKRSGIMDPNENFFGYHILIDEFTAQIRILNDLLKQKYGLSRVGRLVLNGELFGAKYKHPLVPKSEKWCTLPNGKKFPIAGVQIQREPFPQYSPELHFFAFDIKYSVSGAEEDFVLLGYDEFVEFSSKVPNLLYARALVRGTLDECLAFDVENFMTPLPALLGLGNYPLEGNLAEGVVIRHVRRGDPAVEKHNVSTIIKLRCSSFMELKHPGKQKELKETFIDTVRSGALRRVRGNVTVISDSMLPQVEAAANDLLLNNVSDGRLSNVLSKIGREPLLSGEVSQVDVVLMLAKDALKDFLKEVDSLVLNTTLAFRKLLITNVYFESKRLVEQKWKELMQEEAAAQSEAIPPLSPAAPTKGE
* = called active by the depositor. This is a subset. The share of hits here may be higher or lower than overall.

SMILES	TbREL1 inh
Cc1c(NC(=O)C(C)OC(=O)CCc2c[nH]c3ccccc23)c(=O)n(-c2ccccc2)n1C (stereo not drawn)	-7
Cc1ccc(C(=O)c2cn[nH]c2-c2ccccc2O)cc1	-1
CC(=O)N1CCN(c2cc(C)nc3nc(C)nn23)CC1	0
CCCOC(=O)c1[nH]c2c(c1C)C(=O)CC(c1cc(OC)c(OC)c(OC)c1)C2 (stereo not drawn)	-2
O=C(CCS(=O)(=O)c1cccc2nonc12)N1CC(=O)N(CCc2ccccc2)C(=O)C1	-4
COc1cc(C(=O)OC2CCCCC2=O)cc(OC)c1C (stereo not drawn)	3
O=C(NCC1CCCO1)C1CC(=O)N(C2CCCC2)C1 (stereo not drawn)	-1
O=C(NCc1ccccc1Cl)[C@H]1CCCN1C(=O)[C@H]1CCCN1C(=O)c1cccs1	0
COc1ccc(-c2cc(-c3n[nH]c(=S)n3-c3cc(OC)ccc3OC)[nH]n2)cc1	0
CCC1(c2ccccc2)NC(=O)N(CC(=O)NC2CCCCCC2)C1=O (stereo not drawn)	2
COc1ccc(C(=O)c2coc3ccc(O)c(CN(C)C)c23)cc1	-1
COc1ccc(S(=O)(=O)N(C)C)cc1NC(=O)COC(=O)C1CC1	-1
Cc1ccc(Cn2c(NC(=O)c3ccco3)nc3ccccc32)cc1	6
Cc1ccc(C)c(NC(=O)C2CC3CCC2C3)c1 (stereo not drawn)	0
CCOC(=O)N1CCN(S(=O)(=O)CCNC(=O)c2ccc(F)cc2)CC1	3
CCOc1cc(NC(=S)NCC2CCCO2)c(OCC)cc1NC(=O)c1ccccc1 (stereo not drawn)	-5
Cc1cc(NC(=S)N(CCCN2CCOCC2)Cc2ccco2)ccc1Cl	-4
CCC1(c2ccc(C)cc2)NC(=O)N(C(C)C(=O)Nc2ccc(N3CCOCC3)cc2)C1=O (stereo not drawn)	-4
Cc1ccc(S(=O)(=O)Nc2nc(C)c(C(=O)NN)s2)cc1	1
CN(CCCC(=O)NCc1ccc2c(c1)OCO2)S(=O)(=O)c1ccc([N+](=O)[O-])cc1	-2
COCCN1C(=O)N(c2cccc(C)c2)C(=O)C1CC(=O)Nc1cc(OC)cc(OC)c1 (stereo not drawn)	-2
O=C(COc1ccc(-c2ccccc2)cc1)N1CCN(S(=O)(=O)Cc2ccccc2)CC1	0
CC1CC(C)CN(C/C=C/c2ccccc2[N+](=O)[O-])C1 (stereo not drawn)	5
CCOc1ccc(-c2cc(C(=O)NCc3cc(OC)cc(OC)c3)[nH]n2)c(C)c1	0
O=C(COC(=O)c1cc2ccccc2cc1O)c1ccccc1	8
N#Cc1ccccc1OCC(=O)Nc1ccccc1C(=O)NC1CC1	3
S=C(Nc1ccccc1I)OC1CCC12CCC(c1ccccc1)CC2 (stereo not drawn)	5
COc1ccc(S(=O)(=O)N2CCCCC2)cc1NC(=S)Nc1ccccc1	-1
COc1cccc(C(=O)OCC(=O)Nc2ccc(N3CCOCC3)cc2)c1	-4
CCOC(=O)c1[nH]c(C)c(/C(O)=C2\C(=O)C(=O)N(CCCN(CC)CC)C2c2cccnc2)c1C (stereo not drawn)	-1
CCc1ccc(C(=O)COC(=O)c2cnc(C)cn2)cc1	-3
N#CC1=C(SCC(=O)c2ccccc2)NC2=C(C(=O)CCC2)C1c1ccco1 (stereo not drawn)	1
Cc1c(C)c2cc3c4c(oc3c(C)c2oc1=O)CCCC4	0
CC(=O)N1CCCN(S(=O)(=O)c2ccc3c(c2)c(=O)n(C)c(=O)n3C)CC1	5
CCCC1CCC2(CC1)CCC2OC(=O)Nc1cccc(C(F)(F)F)c1 (stereo not drawn)	12*
COC(=O)c1[nH]c2cc(OC)ccc2c1NC(=O)c1nonc1C	0
Nc1nc2c(F)c(F)c(F)cc2s1	0
CCCCN1CCN(C(=O)C2CCCN(C(=O)c3ccc4c(c3)NC(=O)CS4)C2)CC1 (stereo not drawn)	-1
COC(=O)c1ccccc1NC(=O)c1ccc2c(c1)OCCO2	2
Cc1cc(C)n2nc(C(=O)OCC(=O)Nc3ccc(F)cc3F)nc2n1	2
O=C(CN1C(=O)NC2(CCCC2)C1=O)OCCOc1ccc(Cl)cc1Cl	1
COc1ccc(NCc2ccc([N+](=O)[O-])s2)cc1	-1
Cc1ccc(S(=O)(=O)N2CCC(=O)N(CCOCc3ccc(F)cc3)CC2)cc1	5
CCC/C=C/c1ccc(CN2C(C(C)C)C(=O)N(Cc3cn(Cc4ccco4)nn3)CCS2(=O)=O)cc1 (stereo not drawn)	-7
CC1CCCCC1NC(=O)CCCn1c(=S)[nH]c2ccccc2c1=O (stereo not drawn)	-3
c1ccc(SCc2cn3cccnc3n2)nc1	1
CC(=O)N1c2ccc(S(=O)(=O)N(C)CC(=O)Nc3ccccc3C)cc2CC1C (stereo not drawn)	-1
NC(=O)C(c1ccccc1)(c1ccccc1)[C@@H]1CCN(CCc2ccc3c(c2)CCO3)C1	3
CCOC(=O)C1=CCC(c2ccccc2)N(S(=O)(=O)c2ccccc2)C1 (stereo not drawn)	-1
Cc1ccc(C(=O)Sc2cccccc2=O)cc1	-6
Cc1cc(C)c(C(=O)/C=C/C=C/c2ccccc2)c(=O)[nH]1	-2
O=C(NC(=S)N1CCCC1)c1ccccc1F	-1
CSc1cccc(NC(=O)C2C3C=CC4(O3)C2C(=O)N(CCN2CCOCC2)C4C(=O)NC2CCCCC2)c1 (stereo not drawn)	-2
CCOc1ccc(CC(=O)NCCc2cnc[nH]2)cc1	0
CCCCCCCCCCCCCCCC(=O)OCC1OC(n2ccc(N)nc2=O)C(O)C1O (stereo not drawn)	2
O=C(CCc1ccccc1)Nc1ccc(N2CCCCC2)cc1	-3
C/C(=C\C(=O)c1sccc1Cl)N(C)C	-2
NC(=O)c1cc([N+](=O)[O-])ccc1NCCN1C(=O)c2ccc(C(=O)O)cc2C1=O	-2
CNc1nc(N/N=C/c2cc([N+](=O)[O-])ccc2F)nc(Nc2ccccc2)n1	5
COc1ccc([C@H]2CC(=O)C=C(c3ccc(F)nc3)C2)cc1OC	-3
(continued)
SMILES	TbREL1 inh
O=C(NCCOC(=O)Nc1cccc2ccccc12)OCc1ccccc1	3
COc1ccc(-n2c(SCC(=O)N3CCCCC3C)nnc2-c2ccncc2)cc1 (stereo not drawn)	-4
Cc1cc(S(=O)(=O)N2CCN(CC(=O)NCCc3cccs3)CC2)ccc1Br	1
CC(C)NC(=O)CS(=O)(=O)c1ccccc1	1
CC1CCC2C(C1)c1sc(=O)[nH]c1SC2(C)C (stereo not drawn)	7
O=C(Nc1cc(F)cc(F)c1)c1sc(Cl)nc1-c1ccccc1	8
COCC(C)n1c(SCC(=O)NNC(=O)c2ccc(F)cc2)nc2ccccc2c1=O (stereo not drawn)	-1
COc1ccc(-c2cn(CCC(=O)O)c(-c3ccncc3)n2)cc1	-1
CC(C)c1nc2scc(-c3ccc(Cl)cc3)c2c(=O)n1N	4
CCCCC1(CC)C(=O)NC(=O)NC1=Nc1ccc(OC)cc1 (stereo not drawn)	1
CSc1nnc(C)c(/C=C/Nc2ccc(Cl)cc2)n1	-3
CN1C[C@@H]2[C@@H]3C(=O)N(Cc4ccccc4)C(=O)[C@@H]3[C@](Cc3ccccc3)(C1=O)N2C(=O)c1ccc(F)cc1	-2
C=CCNCc1ccc(C(=O)NCCCCCCC)cc1[N+](=O)[O-]	0
COc1ccc(C(CC(=O)O)NC(=O)COc2ccccc2)cc1OC (stereo not drawn)	1
COc1ccc2c(c1)sc(=N)n2C	3
COc1ccccc1NC(=O)CSc1nc2c(sc3ccccc32)c(=O)n1CCN(C)C	-2
Cc1nn(CCC(=O)N2CCN(S(=O)(=O)c3ccc(Cl)cc3)CC2)c(C)c1C	-3
COc1ccc(/C=C/C(=O)NC(=S)Nc2ccc(S(=O)(=O)Nc3nccnc3OC)cc2)cc1	-3
CC(=O)Nc1cccc(Oc2cnc3ccccc3n2)c1	8
CCOC(=O)C1=C(C)NC2=C(C(=O)C(C(=O)OCC)C(c3ccco3)C2)C1c1ccccn1 (stereo not drawn)	-1
Cc1ccc(-c2nc3ccccc3nc2NN)cc1	4
COC(=O)C(NNc1ccccc1C)(NC(=O)c1ccc(F)cc1)C(F)(F)F (stereo not drawn)	-2
O=C(N[C@H](C(=O)N1CCC[C@H]1C(=O)NCc1ccccc1)C1CCCCC1)c1ccccc1	-2
O=C(Nc1ccc(Br)cc1)C1C2C=CC3(O2)C1C(=O)N(CCN1CCCCC1)C3C(=O)NC1CCCCC1 (stereo not drawn)	-2
CN1C(=O)CC(N2CCN(c3ccccn3)CC2)C1=O (stereo not drawn)	-1
CCOC(=O)c1c(NC(=O)COC(=O)CNC(=O)c2ccco2)sc(C(C)=O)c1C	0
COc1ccccc1-c1nnc(-c2ccc(F)cc2)o1	1
CCCCNC(=S)NNC(=O)c1csc(C)c1C	-2
O=C(Nn1cnnc1)c1ccc(Cl)c(Cl)c1	-3
COc1ccc(CCN(C)C(=O)COc2ccc(N(C)S(=O)(=O)c3ccc(C)cc3)cc2)cc1OC	6
CCN(CC)c1ccc(S(=O)(=O)N2CCOCC2)cc1NC(=O)COC(=O)C1=COCCO1	-1
Clc1ccc(-c2nc(-c3cnccn3)no2)cc1	-1
CC(C)(C)C(=O)NC(=S)Nc1ccccc1F	-4
O=C(CCN1C(=O)C2CCCCC2C1=O)Nc1ccc(OC(F)F)cc1 (stereo not drawn)	7
CC1(c2nnnn2-c2ccc3ccccc3c2)CSCC(=O)N1C1CC1 (stereo not drawn)	0
CC(C)(C)OC(=O)CC[C@@H](C(=O)NCCCCCCCCCCC(=O)N1CCN(C(=O)OC(C)(C)C)CC1)n1cc(CCCCCNC(=O)OC(C)(C)C)nn1	0
Cc1cccn2c(=O)c3cc(C(=O)NCc4ccco4)c(=N)n(CCc4ccccc4)c3nc12	0
Cc1cc(C)c(NC(=O)CN2C(=O)NC(Cc3ccccc3)C2=O)c(C)c1 (stereo not drawn)	-2
COc1ccc(-c2cc(C(F)F)n3ncc(C(=O)N4CCN5CCCC5C4)c3n2)cc1 (stereo not drawn)	-2
Cc1ncc([N+](=O)[O-])n1CC(=O)N/N=C/c1ccc(F)cc1	2
C[C@H]1[C@@H](OC(=O)Nc2cccc(Cl)c2)CC[C@@]23CCCN2C(=O)CCC[C@@H]13	-6
c1ccc(Nc2nnc(SCc3cccc4ccccc34)s2)cc1	5
CCOC(=O)c1cnc(-n2nc(C)cc2C)nc1Nc1ccc(C)cc1	2
Nc1cccc2cc(S(=O)(=O)O)ccc12	26*
CCCCOCCCNC(=O)C[C@H]1C[C@@]2(C(=O)OC)C(=C[C@H](C(C)C)O[C@@H]2C2CC2)N(Cc2ccc(Cl)cc2Cl)C1=O	0
N#Cc1ccc(CN2CCN(C(=O)C3CC(=O)N(c4ccc5c(c4)OCCO5)C3)CC2)cc1 (stereo not drawn)	2
CN1CCN(NC(=S)Nc2ccc(OC(F)F)cc2)CC1	-4
Nn1c(SCc2nc3ccccc3[nH]2)nnc1C1CCCCC1	0
CCCCN(CC)C(=O)CN1C(=O)c2ccccc2C1=O	-2
COc1ccc(CN(C)C(=O)CNC(=O)c2ccc3ccccc3c2)c(OC)c1	-3
O=[N+]([O-])c1cc(-c2nc(-c3ccncc3)no2)ccc1Cl	0
CC(=O)NC(CC(=O)OCC(=O)Nc1cc(S(=O)(=O)N2CCCCC2)ccc1C)c1ccccc1 (stereo not drawn)	-6
Cc1ccnc(NS(=O)(=O)c2ccc(N3C(=O)c4ccccc4C3=O)cc2)n1	0
COc1cc(C)c(S(=O)(=O)n2nnc3ccccc32)cc1C	5
Cc1sc2c(c1C)c(=O)nc1scc(CC(=O)O)n12	1
CCN(CC)CCNC(=O)CCn1c(=S)[nH]c2cc3c(cc2c1=O)OCO3	-1
O=C(/C=C/c1ccccc1Cl)Nc1ccc(-c2nnc3n2CCCCC3)cc1	1
COc1cccc(OC)c1C(=O)N1CCN(Cc2ccccc2C)CC1	1
CCOC(=O)C1=C(CCc2ccccc2)NC(=O)NC1c1ccc(C#N)cc1 (stereo not drawn)	3
O=C(NNC(=S)NCc1ccc(Cl)cc1)c1ccc(Br)o1	-9
(listing goes on)
SMILES	TbREL1 inh
CCC(C)[C@H](NC(=O)NCCCOC(C)C)C(=O)OC (stereo partly drawn)	-2
COc1ccc(CCCc2nnc(SCC(=O)Nc3cc(C)c(C)cc3Br)o2)cc1	5
O=C(c1ccc(-c2ccccc2Cl)o1)N1CCC1	-1
Cc1ccc2nc3c(cc(C#N)c(=O)n3-c3nccs3)c(=O)n2c1	2
CN(C)c1ccc(/C=N/N2CCN(c3ccccn3)CC2)cc1	-2
CCCCN(C)C(=O)c1ccc2c(c1)NC(=O)C(C)(C)O2	-2
CCCCNC(=S)Nc1ccc2nc(N3CCN(CC)CC3)cc(C)c2c1	-1
CCOC(=O)CC/C(=N\NC(N)=O)c1ccc(OC)c(Cl)c1	7
Cc1cc(C(=O)COC(=O)c2ccc(N)c([N+](=O)[O-])c2)c(C)n1Cc1ccc2c(c1)OCO2	-1

Gathered by group: the compounds so far with an NH in an aromatic ring
SMILES	TbREL1 inh
Cc1c(NC(=O)C(C)OC(=O)CCc2c[nH]c3ccccc23)c(=O)n(-c2ccccc2)n1C (stereo not drawn)	-7
Cc1ccc(C(=O)c2cn[nH]c2-c2ccccc2O)cc1	-1
CCCOC(=O)c1[nH]c2c(c1C)C(=O)CC(c1cc(OC)c(OC)c(OC)c1)C2 (stereo not drawn)	-2
COc1ccc(-c2cc(-c3n[nH]c(=S)n3-c3cc(OC)ccc3OC)[nH]n2)cc1	0
CCOc1ccc(-c2cc(C(=O)NCc3cc(OC)cc(OC)c3)[nH]n2)c(C)c1	0
CCOC(=O)c1[nH]c(C)c(/C(O)=C2\C(=O)C(=O)N(CCCN(CC)CC)C2c2cccnc2)c1C (stereo not drawn)	-1
COC(=O)c1[nH]c2cc(OC)ccc2c1NC(=O)c1nonc1C	0
CC1CCCCC1NC(=O)CCCn1c(=S)[nH]c2ccccc2c1=O (stereo not drawn)	-3
Cc1cc(C)c(C(=O)/C=C/C=C/c2ccccc2)c(=O)[nH]1	-2
CCOc1ccc(CC(=O)NCCc2cnc[nH]2)cc1	0
CC1CCC2C(C1)c1sc(=O)[nH]c1SC2(C)C (stereo not drawn)	7
Nn1c(SCc2nc3ccccc3[nH]2)nnc1C1CCCCC1	0
CCN(CC)CCNC(=O)CCn1c(=S)[nH]c2cc3c(cc2c1=O)OCO3	-1

Bioassay records: PubChem, The Scripps Research Institute Molecular Screening Center
